High-throughput results from PubChem BioAssay.
LAP4-GFP MLPCN: alters LAP4-GFP fluorescence in TOR pathway yeast screen; S. cerevisiae LAP4-GFP multiplex, flow cytometry GFP, 3 h; median GFP as percent of DMSO wells; GFP response vs DMSO, % at 10 µM; 320,000 compounds, 0.34% hits;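 active = GFP response vs DMSO above a set limit, about the screen mean plus 3 SD, cut at about 150% in these data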
MEP2-GFP yeast: modulators of TOR pathway MEP2-GFP in S. cerevisiae; GFP response vs DMSO, % at 10 µM; S. cerevisiae MEP2-GFP strain, flow cytometry GFP, 3 h; 100% = DMSO control level; 330,000 compounds, 0.51% hits;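 active = GFP response versus DMSO above a set limit, roughly screen mean plus 3 SD, cut at about 180% in these data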;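 note: median GFP fluorescence of the barcode-gated MEP2-GFP cells per well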
AGP1 TOR yeast: alters AGP1-GFP fluorescence in TOR pathway yeast screen; S. cerevisiae AGP1-GFP multiplex flow cytometry, 3 h; GFP as percent of DMSO wells; GFP response vs DMSO, % at 10 µM; 320,000 compounds, 0.02% hits; AID 2066;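 active = GFP response relative to DMSO above a set limit, near screen average plus 3 SD, cut at about 150% in these data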;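 note: median GFP channel fluorescence of the gated AGP1 strain per well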
RPL19A-GFP yeast: modulators of TOR pathway RPL19A-GFP in S. cerevisiae; AID 2025; 330,000 compounds, 0.3% hits; S. cerevisiae RPL19A-GFP strain, flow cytometry, 3 h; active compounds read low; percent response vs DMSO, % at 10 µM;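 active = percent response vs DMSO below 50%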;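 note: median channel GFP fluorescence of the barcoded RPL19A-GFP strain; ratio of sample median GFP to plate DMSO average so 100% = DMSO; lower means less RPL19A-GFP as with rapamycin TOR inhibition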
AHR act: activators of human aryl hydrocarbon receptor; P35869; AHR-responsive luciferase reporter cells, luminescence; activation, % at 5 µM; 320,000 compounds, 2.5% hits; in the data active = activation above about 47%;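 note: 0% = vehicle wells and 100% = reference agonist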
proCasp3 act: activators of human procaspase-3. 330,000 compounds, 0.11% hits. AID 463141. recombinant procaspase-3 D3A, Ac-DEVD-pNA absorbance 405 nm. activation, % at 8.5 µM;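 active = activation above the mean of all tested compounds plus 3 SD, cut at about 21% in these data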;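 note: 0% = DMSO alone and 100% = DMSO wells spiked with extra 5 µM PC-3 D3A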
Target sequence (P42574 whole entry D9A/D28A/D175A): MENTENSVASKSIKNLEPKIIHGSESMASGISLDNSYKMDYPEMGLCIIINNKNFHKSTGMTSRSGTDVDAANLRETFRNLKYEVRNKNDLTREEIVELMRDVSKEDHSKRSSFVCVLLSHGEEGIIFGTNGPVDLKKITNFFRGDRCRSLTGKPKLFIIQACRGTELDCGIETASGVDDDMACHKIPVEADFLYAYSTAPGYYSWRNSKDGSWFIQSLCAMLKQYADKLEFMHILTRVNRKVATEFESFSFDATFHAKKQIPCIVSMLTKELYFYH
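assay system = Procaspase-3 D3A mutant | signal = absorbance at 405 nm, 0 and 120 min | times = 1 h preincubation plus 2 h reaction at 25 °C | repeats = single replicate | read-out = % activation between DMSO and enzyme-spiked controls | medium = Zinc-free HEPES saline buffer with Triton X-100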
proCasp7 act: counter-screen: procaspase-7 (human) activation | P55210 | recombinant procaspase-7, Ac-DEVD-pNA absorbance 405 nm; D23A/D198A/D206A triple mutant, cannot self-cleave; scale: DMSO 0, 5 µM enzyme 100 | activation, % at 8.5 µM | 330,000 compounds, 0.093% hits | AID 463210;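 active = percent activation above the screen-wide mean plus 3 SD, cut at about 25% in these data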
Target sequence (P55210 whole entry D23A/D198A/D206A): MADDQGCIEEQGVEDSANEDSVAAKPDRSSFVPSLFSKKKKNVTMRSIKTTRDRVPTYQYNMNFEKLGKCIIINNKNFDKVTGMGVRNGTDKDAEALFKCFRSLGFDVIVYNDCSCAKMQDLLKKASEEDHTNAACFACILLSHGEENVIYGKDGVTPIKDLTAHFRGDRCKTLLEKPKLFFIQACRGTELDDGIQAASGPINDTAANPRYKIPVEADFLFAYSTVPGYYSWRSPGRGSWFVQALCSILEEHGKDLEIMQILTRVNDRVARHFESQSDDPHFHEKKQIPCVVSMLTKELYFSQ
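Assay system – Uncleavable procaspase-7 mutant enzyme · Quantity – 2 µM procaspase-7 mutant as dispensed · Times – 1 h preincubation, 2 h reaction · Dosing – single nominal 8.5 µM compound dose, 0.8% DMSO final · Buffer or medium – Zinc-free 50 mM HEPES buffer, pH 7.4, with NaCl and Triton X-100 · Detection – Epi-absorbance of released pNA at 405 nm, two timepoints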
CIT2 TOR yeast: alters CIT2-GFP fluorescence in TOR pathway yeast screen; 320,000 compounds, 0.065% hits; AID 2029; GFP response vs DMSO, % at 10 µM; S. cerevisiae CIT2-GFP strain, flow cytometry, 3 h; 100 means same as DMSO wells;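 active = GFP response relative to DMSO above a set limit, near the screen mean plus 3 SD, cut at about 150% in these data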;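 note: ratio of well median GFP fluorescence to mean of DMSO wells on the plate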
* = called active by the depositor. Hits appear at their usual frequency (roughly 3.5% active in at least one column).

`COc1cc(NC(=O)CCCC(=O)OCC(F)(F)C(F)F)nc(OC)n1` gave LAP4-GFP MLPCN 97, MEP2-GFP yeast 105, AGP1 TOR yeast 103, RPL19A-GFP yeast 102, AHR act 0, proCasp3 act -2, proCasp7 act 2 and CIT2 TOR yeast 102.
Screening O=C(NCc1ccccn1)c1cc(-c2ccccc2)on1 returned LAP4-GFP MLPCN 106, MEP2-GFP yeast 95, AGP1 TOR yeast 92, RPL19A-GFP yeast 93, AHR act -2, proCasp3 act -4, proCasp7 act 14 and CIT2 TOR yeast 93.
Screening Cc1ccc2c(Cl)c(C(=O)N/N=C/c3cccn3C)sc2c1 returned LAP4-GFP MLPCN 100, MEP2-GFP yeast 103, AGP1 TOR yeast 93, RPL19A-GFP yeast 101, AHR act 7, proCasp3 act 3, proCasp7 act 4 and CIT2 TOR yeast 95.
`CC(C)(C)c1ccc(OCCNC(=S)Nc2ccccc2)cc1` gave LAP4-GFP MLPCN 105, MEP2-GFP yeast 98, AGP1 TOR yeast 98, RPL19A-GFP yeast 95, AHR act 6, proCasp3 act -3, proCasp7 act 1 and CIT2 TOR yeast 94.
`CC(=O)Nc1ccc(NC(=O)C(C)OC(=O)CNS(=O)(=O)c2cccc(Cl)c2)cc1` (stereo unspecified) gave LAP4-GFP MLPCN 94, MEP2-GFP yeast 90, AGP1 TOR yeast 90, RPL19A-GFP yeast 83, AHR act -1, proCasp3 act -5, proCasp7 act 3 and CIT2 TOR yeast 87.
Screening O=C(CCC1CCCC1)N1CCN(C2CCCC2)CC1 returned LAP4-GFP MLPCN 105, MEP2-GFP yeast 108, AGP1 TOR yeast 110, RPL19A-GFP yeast 102, AHR act 4, proCasp3 act -3, proCasp7 act 9 and CIT2 TOR yeast 108.
`O=C(COc1ccc(NC(=O)c2ccccc2)cc1)c1ccccc1` gave LAP4-GFP MLPCN 86, MEP2-GFP yeast 87, AGP1 TOR yeast 87, RPL19A-GFP yeast 98, AHR act 18, proCasp3 act 1, proCasp7 act 4 and CIT2 TOR yeast 85.
Screening O=C(NCc1ccncc1)C(=O)Nc1nc(C23CC4CC(CC(C4)C2)C3)cs1 returned LAP4-GFP MLPCN 89, MEP2-GFP yeast 98, AGP1 TOR yeast 93, RPL19A-GFP yeast 99, AHR act 5, proCasp3 act -2, proCasp7 act -5 and CIT2 TOR yeast 95.
For Cc1ccc(C(=O)COc2ccc3c(C)cc(=O)oc3c2)cc1 the results were LAP4-GFP MLPCN 103, MEP2-GFP yeast 95, AGP1 TOR yeast 102, RPL19A-GFP yeast 100, AHR act -6, proCasp3 act -3, proCasp7 act -3 and CIT2 TOR yeast 93.
`COCCN(C(=O)C1CC1)c1nnc(-c2ccc(C)cc2)s1` gave LAP4-GFP MLPCN 102, MEP2-GFP yeast 100, AGP1 TOR yeast 87, RPL19A-GFP yeast 96, AHR act -16, proCasp3 act -9, proCasp7 act 5 and CIT2 TOR yeast 91.
For COc1ccc(S(=O)(=O)Nc2ccc(-c3ccc4nnc(C)n4n3)cc2)c(OC)c1 the results were LAP4-GFP MLPCN 99, MEP2-GFP yeast 101, AGP1 TOR yeast 102, RPL19A-GFP yeast 100, AHR act -2, proCasp3 act 5, proCasp7 act -8 and CIT2 TOR yeast 96.
Screening Cc1nc(N2N=C3/C(=C/c4ccc(F)cc4)CCCC3C2c2ccc(F)cc2)sc1C(=O)N(C)C (stereo unspecified) returned LAP4-GFP MLPCN 95, MEP2-GFP yeast 98, RPL19A-GFP yeast 99, AHR act 92*, proCasp3 act -18, proCasp7 act -12 and CIT2 TOR yeast 98.
`CCCCCCn1c(=O)c(C(=O)N/N=C/c2cccc(F)c2)c(O)c2ccccc21` gave LAP4-GFP MLPCN 91, MEP2-GFP yeast 94, AGP1 TOR yeast 94, RPL19A-GFP yeast 105, AHR act 1, proCasp3 act -2, proCasp7 act -10 and CIT2 TOR yeast 90.
Screening Cc1ccc(NC(=O)CNC(=O)c2cccs2)nc1 returned LAP4-GFP MLPCN 102, MEP2-GFP yeast 100, AGP1 TOR yeast 95, RPL19A-GFP yeast 95, AHR act 9, proCasp3 act 1, proCasp7 act 3 and CIT2 TOR yeast 98.
CC(=O)c1ccc(N=c2scc(C)n2C(C)C)cc1 was read as LAP4-GFP MLPCN 90, MEP2-GFP yeast 96, AGP1 TOR yeast 88, RPL19A-GFP yeast 92, AHR act -3, proCasp3 act -13, proCasp7 act -6 and CIT2 TOR yeast 95.
O=C(NCCCN1CCCC1)c1ccc2c(c1)N(Cc1cccc(Cl)c1)C(=O)c1ccccc1S2=O (stereo unspecified) was read as LAP4-GFP MLPCN 101, MEP2-GFP yeast 100, AGP1 TOR yeast 99, RPL19A-GFP yeast 98, AHR act 1, proCasp3 act 2, proCasp7 act 0 and CIT2 TOR yeast 100.
For CCCC(=O)OCCNc1cc(Sc2nc3ccccc3[nH]2)c2nonc2c1[N+](=O)[O-] the results were LAP4-GFP MLPCN 105, MEP2-GFP yeast 99, AGP1 TOR yeast 100, RPL19A-GFP yeast 103, AHR act 0, proCasp3 act -25, proCasp7 act -4 and CIT2 TOR yeast 95.
`CNC(=O)NC1CCCc2ccccc21` (stereo unspecified) gave LAP4-GFP MLPCN 116, MEP2-GFP yeast 114, AGP1 TOR yeast 113, RPL19A-GFP yeast 107, AHR act -3, proCasp3 act -3, proCasp7 act 1 and CIT2 TOR yeast 105.
For CCOc1ccccc1OCCC(=O)N1CCN(S(=O)(=O)c2ccccc2[N+](=O)[O-])CC1 the results were LAP4-GFP MLPCN 97, MEP2-GFP yeast 101, AGP1 TOR yeast 94, RPL19A-GFP yeast 94, AHR act 1, proCasp3 act -10, proCasp7 act 8 and CIT2 TOR yeast 91.
For O=C1NC(=Nc2cccc(O)c2)S/C1=C\c1cccc([N+](=O)[O-])c1 the results were LAP4-GFP MLPCN 101, MEP2-GFP yeast 96, AGP1 TOR yeast 100, RPL19A-GFP yeast 97, AHR act -2, proCasp3 act -3, proCasp7 act 6 and CIT2 TOR yeast 99.
Screening C/C=C/n1ccnc1CC(O)(c1ccccc1)c1ccc(C)cc1 (stereo unspecified) returned LAP4-GFP MLPCN 117, MEP2-GFP yeast 107, AGP1 TOR yeast 112, RPL19A-GFP yeast 102, AHR act -2, proCasp3 act -9, proCasp7 act 5 and CIT2 TOR yeast 107.
Screening Cc1ccc2c(c1)N(CC(=O)N1CCCc3ccccc31)C(=O)CO2 returned LAP4-GFP MLPCN 113, MEP2-GFP yeast 109, AGP1 TOR yeast 115, RPL19A-GFP yeast 107, AHR act 1, proCasp3 act -3, proCasp7 act -7 and CIT2 TOR yeast 106.
For O=c1oc2cc(OCc3ccc(F)cc3F)ccc2cc1-c1ccccn1 the results were LAP4-GFP MLPCN 98, MEP2-GFP yeast 99, AGP1 TOR yeast 97, RPL19A-GFP yeast 95, AHR act -3, proCasp3 act 2, proCasp7 act 4 and CIT2 TOR yeast 98.
Screening CCOC(=O)CNc1c(-c2ccccc2)nc2ccc(Cl)cn12 returned LAP4-GFP MLPCN 110, MEP2-GFP yeast 99, RPL19A-GFP yeast 96, AHR act 13, proCasp3 act -6, proCasp7 act -3 and CIT2 TOR yeast 101.
O=C(/C=C/Nc1ccccc1Br)c1ccccn1 was read as LAP4-GFP MLPCN 92, MEP2-GFP yeast 95, RPL19A-GFP yeast 90, AHR act 9, proCasp3 act 1, proCasp7 act 3 and CIT2 TOR yeast 84.
Cc1ccc(C)n1NC(=O)c1ccco1 was read as LAP4-GFP MLPCN 98, MEP2-GFP yeast 102, AGP1 TOR yeast 101, RPL19A-GFP yeast 98, AHR act 0, proCasp3 act -7, proCasp7 act -4 and CIT2 TOR yeast 95.
For Cc1ccc(C(=O)N/C(=C/c2ccccc2)C(=O)NCc2ccncc2)cc1 the results were LAP4-GFP MLPCN 108, MEP2-GFP yeast 99, AGP1 TOR yeast 106, RPL19A-GFP yeast 96, AHR act 0, proCasp3 act 8, proCasp7 act 4 and CIT2 TOR yeast 94.
For COc1ccccc1-c1nnc(SCC(=O)NC2CCCCC2)n1C the results were LAP4-GFP MLPCN 93, MEP2-GFP yeast 103, AGP1 TOR yeast 105, RPL19A-GFP yeast 103, AHR act -3, proCasp3 act 3, proCasp7 act -3 and CIT2 TOR yeast 105.
COc1cccc2c(=O)n(CC(=O)N3CCc4ccccc43)ccc12 was read as LAP4-GFP MLPCN 102, MEP2-GFP yeast 101, AGP1 TOR yeast 109, RPL19A-GFP yeast 104, AHR act 5, proCasp3 act 5, proCasp7 act 10 and CIT2 TOR yeast 104.
Screening CCSc1cc(C2C(C(=O)OC)=C(C)NC3=C2C(=O)CCC3)c(C)o1 (stereo unspecified) returned LAP4-GFP MLPCN 103, MEP2-GFP yeast 95, AGP1 TOR yeast 102, RPL19A-GFP yeast 102, AHR act 8, proCasp3 act 1, proCasp7 act -5 and CIT2 TOR yeast 112.
O=C(CSc1nnc(Cc2cccs2)n1C1CC1)NC1CCS(=O)(=O)C1 (stereo unspecified) was read as LAP4-GFP MLPCN 89, MEP2-GFP yeast 96, AGP1 TOR yeast 93, RPL19A-GFP yeast 89, AHR act 0, proCasp3 act 6, proCasp7 act 2 and CIT2 TOR yeast 94.
`Cc1cc(N2CCN(C)CC2)nc2ccc(NC(=S)N3CCC4(CC3)OCCO4)cc12` gave LAP4-GFP MLPCN 99, MEP2-GFP yeast 98, AGP1 TOR yeast 102, RPL19A-GFP yeast 98, AHR act 3, proCasp3 act 2, proCasp7 act -3 and CIT2 TOR yeast 100.
For Cc1cc(C)c(C#N)c(SCc2ccc3c(c2)OCO3)n1 the results were LAP4-GFP MLPCN 102, MEP2-GFP yeast 102, AGP1 TOR yeast 89, RPL19A-GFP yeast 95, AHR act 1, proCasp3 act 0, proCasp7 act 8 and CIT2 TOR yeast 81.
For CCN1C=C(C(=O)OC)C(c2cccc(OC)c2OC)C(C(=O)OC)=C1 the results were LAP4-GFP MLPCN 91, MEP2-GFP yeast 98, AGP1 TOR yeast 102, RPL19A-GFP yeast 100, AHR act -1, proCasp3 act -5, proCasp7 act 1 and CIT2 TOR yeast 108.
`O=C(NC1CCN(Cc2ccccc2)CC1)c1ccc(Cn2c(=S)[nH]c3ccc(N4CCOCC4)cc3c2=O)cc1` gave LAP4-GFP MLPCN 98, MEP2-GFP yeast 97, AGP1 TOR yeast 109, RPL19A-GFP yeast 88, AHR act 32, proCasp3 act -3, proCasp7 act 1 and CIT2 TOR yeast 99.
For CCCOC(=O)c1c(NC(=O)CSc2nc(-c3ccco3)cc(C(F)(F)F)n2)sc(C(=O)OC)c1C the results were LAP4-GFP MLPCN 105, MEP2-GFP yeast 95, AGP1 TOR yeast 105, RPL19A-GFP yeast 104, AHR act -3, proCasp3 act 3, proCasp7 act -2 and CIT2 TOR yeast 104.
COc1ccc(-n2c(Cc3cccn3C)nnc2SCC(=O)Nc2nccs2)cc1 was read as LAP4-GFP MLPCN 104, MEP2-GFP yeast 103, AGP1 TOR yeast 106, RPL19A-GFP yeast 101, AHR act 1, proCasp3 act -5, proCasp7 act -2 and CIT2 TOR yeast 108.
